# Screening data from PubChem.
# NTR1 agonist: agonists of NTR1, primary screen, imaging, U2OS cells, beta-arrestin-GFP, high content (AID 493036). P30989. NTR1-U2OS beta-arrestin-GFP spot imaging, agonist mode. activation, % at 20 µM. 330,000 tested, 0.17% active;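 active = activation at or above 40% of the spot to cytoplasm intensity ratio, with at least 20 cells analyzed; inconclusive = wells under 20 cells, flagged as cytotoxic or low count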;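 also: 0% = DMSO without peptide and 100% = 100 nM NTR1 peptide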
# Target sequence (P30989 whole entry, looked up): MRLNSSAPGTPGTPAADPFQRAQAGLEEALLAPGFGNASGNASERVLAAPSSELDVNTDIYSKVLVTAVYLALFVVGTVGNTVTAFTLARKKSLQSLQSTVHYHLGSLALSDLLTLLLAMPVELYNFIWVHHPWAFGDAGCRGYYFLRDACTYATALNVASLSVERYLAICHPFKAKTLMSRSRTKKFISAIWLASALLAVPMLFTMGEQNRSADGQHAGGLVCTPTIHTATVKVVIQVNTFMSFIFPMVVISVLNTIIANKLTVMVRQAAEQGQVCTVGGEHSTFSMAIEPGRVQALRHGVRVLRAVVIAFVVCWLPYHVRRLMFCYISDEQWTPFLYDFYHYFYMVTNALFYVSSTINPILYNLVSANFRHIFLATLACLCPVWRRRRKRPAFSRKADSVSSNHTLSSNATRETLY
# UTI89 phage lysis: protection from phage-mediated lysis, alamar blue read-out – E. coli UTI89, K1F phage, bacterial capsule biogenesis inhibitors (AID 488966) | E. coli UTI89 K1F phage lysis, alamar blue, 2 h; higher % means a stronger effect | inhibition, % at 100 µM; hits with a dose series show IC50 in µM | 340,000 tested, 0.02% active;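 active = phage lysis inhibition, versus mean bacterial control, above a set limit; inconclusive = no clear call, values can overlap the other calls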;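 also: capsule biogenesis inhibitors block K1F phage lysis so surviving cells raise fluorescence; higher fluorescence means more inhibition of phage lysis; actives were called in the ten point dose series up to 300 µM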
# Dengue-2 NS5 capping: Dengue-2 NS5 methyltransferase inhibitors, primary screen, biochemical, confirmation dose response (AID 588689); Dengue-2 NS5 methyltransferase capping enzyme assay, biochemical; higher % means a stronger effect; inhibition, % at 25 µM, or IC50 in µM where a hit was titrated; 340,000 tested, 0.3% active; in the data active = a potency from the dose series; inconclusive = inhibition above about 29% without an active follow-up result
# NTR1 agonist cell count 20 µM: recorded beside NTR1 agonist, whose call it bears; cell count; measured here: cell count, cytotoxicity flag
# Dengue-2 NS5 capping pilot replicate: second read-out of Dengue-2 NS5 capping, no call of its own (marks repeat the call); inhibition, %; measured here: pilot screen replicate inhibition
# Numbers without * were called inactive; ? = inconclusive; [ ] = another dose, or the depositor's remark.
SMILES,NTR1 agonist,NTR1 agonist cell count 20 µM,UTI89 phage lysis,Dengue-2 NS5 capping,others
O=C(CN1C(=O)C(=O)N(C2CCCC2)C1=O)NCCc1ccc(Cl)cc1Cl,0.4,70,0.9%[50 µM],-9%,
COc1ccccc1C(CNC(=O)C(C)(C)Oc1ccc(Cl)cc1)N1CCCC1 (configuration not stated),-0.2,61,1.6%[50 µM],-2%,
Cc1ccc(OCc2nnc(SCC(=O)O)n2-c2ccccc2)cc1,-0.3,71,-0.3%,8%,
CCS(=O)(=O)N(CC(=O)Nc1cccc2ccccc12)c1ccc(OC)cc1,-0.7,57,0.4%[50 µM],6%,
COc1ccc2[nH]c3c(c2c1)CCN1C(=O)C(CC(=O)NCc2ccco2)C[C@H](C(=O)N2CCCCC2)[C@@]31C (some centres not stated),1.4,51,-0.1%,-8%,
COc1ccc(OC)c(CN2CCN(C(=O)[C@@H](NC(=O)c3cccc(C)c3)C(C)C)CC2)c1,-0.3,50,0.3%[50 µM],2%,
O=[N+]([O-])c1ccc(S(=O)(=O)Nc2cccc(-c3ccc(N4CCCC4)nn3)c2)cc1,3.8,69,-0.7%[50 µM],-3%,
CCn1cnc2c(Nc3cccc(Cl)c3)nc(C#N)nc21,2.7,71,1.1%,3%,
CCC1(C)NC(=O)N(CC(=O)N2CCC(Cc3ccccc3)CC2)C1=O (configuration not stated),2.7,64,1.2%[50 µM],-10%,
CN(C(=O)COC(=O)c1cccc(S(=O)(=O)N2CCCCC2)c1)C1CCS(=O)(=O)C1 (configuration not stated),-0.7,61,1.6%[50 µM],-3%,
CCOc1ccc(NC(C)=O)cc1N,-0.3,60,-0.5%,-1%,
CCOc1ccc(CCNC(=O)COC(=O)/C=C/c2cccc(OC)c2)cc1OCC,2.1,61,1.0%[50 µM],-3%,
CCNC(=O)N(CC)C[C@H]1N[C@@](Cc2ccccc2)(C(=O)OC)[C@H]2C(=O)N(Cc3ccccc3)C(=O)[C@@H]12,0.0,39,0.0%,-7%,Dengue-2 NS5 capping pilot replicate=-6.4
COc1cc(C(=O)N2CCN(c3cccc(C)c3C)CC2)ccc1OCC(=O)N1CCOCC1,-0.5,58,0.2%[50 µM],-1%,
Cc1ccc(N2CC(C(=O)OCC(=O)c3ccc[nH]3)CC2=O)cc1 (configuration not stated),0.5,59,1.6%[50 µM],-4%,
C[C@@]12C(=O)N(CCc3c[nH]c4ccccc34)CC(=O)N1[C@H]1c3ccccc3OC[C@@H]1[C@@H]2c1ccccc1,5.0,61,0.6%,4%,
CC(=O)c1c(OCC(=O)N(C)C2CCCCC2)ccc2c(C)cc(=O)oc12,2.9,61,0.2%[50 µM],12%,
CC(C)(C)c1ccc(C(=O)NCC(=O)OCC(=O)NC(=O)NC2CCCC2)cc1,0.7,61,-0.2%[50 µM],-2%,
COc1ccc(C(=O)NCc2cccc(Cl)c2)cc1S(=O)(=O)N1CCOCC1,0.6,58,1.1%[50 µM],-3%,
Cc1ccc(S(=O)(=O)N2CCC3(CC2)CC(=O)c2ccccc2O3)cc1,1.3,56,3.5%[50 µM],-7%,
CN(Cc1ccc(OC(F)F)cc1)C(=O)/C=C/c1ccc(S(=O)(=O)N2CCOCC2)cc1,1.5,63,0.4%[50 µM],2%,
CCc1noc(C)c1C(=O)N(C)CC(=O)Nc1ccc(OC)cc1,0.2,75,0.7%[50 µM],-1%,
COc1cc(/C=C2\SC(=O)N(CCNC(=O)c3c(C)noc3C)C2=O)cc(OC)c1OC,2.6,72,-0.9%,3%,
CN(C)c1nc(N/N=C\c2ccc(Cl)c([N+](=O)[O-])c2)nc(Nc2ccc(F)cc2)n1,10,46,1.3%,0%,
COc1ccc(S(=O)(=O)N2CCCCC2)cc1NC(=O)COc1ccccc1,2.1,55,-0.2%[50 µM],-5%,

# The list continues.
SMILES,NTR1 agonist,NTR1 agonist cell count 20 µM,UTI89 phage lysis,Dengue-2 NS5 capping,others
Cc1ccc(NC(=O)CNC(=O)c2ccc(Oc3ccccc3)cc2)nc1,-0.6,67,0.5%[50 µM],-2%,
CC(=O)Nc1ccc(NC(=O)COc2ccc(-c3ccc(C#N)cc3)cc2)cc1,0.9,56,-1.6%,1%,
O=C(Nc1ccc2c(c1)Cc1ccccc1-2)c1cc2ccccc2o1,-0.2,45,-0.1%,2%,
CC(C)(Oc1ccc(Cl)cc1)C(=O)NC1CCCCC1,0.3,60,1.4%[50 µM],5%,
Oc1ccc2ccc3cccc[n+]3c2c1,-0.8,47,-1.4%,?,
O=C(NNC(=O)c1ccc(Br)s1)c1cccc(S(=O)(=O)N2CCCC2)c1,1.3,40,0.7%[50 µM],-2%,
CCN(C(=O)CSc1nnc(-c2ccccc2C)n1C)c1c(N)n(Cc2ccccc2)c(=O)[nH]c1=O,0.2,63,1.0%[50 µM],5%,
CS(=O)(=O)Cc1ccc(C(=O)NNC(=O)c2cc(-c3ccccc3)n[nH]2)cc1,0.6,47,-0.4%,-4%,
O=C(Cc1cccc([N+](=O)[O-])c1)Nc1cccc(C(=O)N2CCCCC2)c1,-0.9,61,1.4%,-8%,
CCC1CCC2(CC1)NC(=O)N(CC(=O)NCc1ccc(Cl)cc1)C2=O (configuration not stated),-0.4,58,2.6%[50 µM],-4%,
COc1ccc(-c2cn(CCC(=O)NCc3ccc(C)cc3)c(CCN)n2)cc1,1.2,51,4.2%,-5%,
CCn1nnc2cc(C(=O)N3CCC(C(=O)OC)CC3)ccc21,1.3,61,6.3%,1%,
CC(C)Cn1c(=S)[nH]c2cc(C(=O)NCc3ccccc3F)ccc2c1=O,1.0,48,0.4%[50 µM],-3%,
CN(Cc1ccccc1)C(=O)c1ccc(NC(=O)Cc2cccc(NC(=O)C3CCN(C(=O)C4CCCCC4)CC3)c2)cc1,4.5,56,-0.1%,-5%,
COc1ccc(S(=O)(=O)N2CCCCC2)cc1NC(=O)c1ccccc1,0.1,79,1.0%[50 µM],-6%,
Cc1ccc(NS(=O)(=O)c2cccc(C(=O)NCC(c3cccs3)N3CCOCC3)c2)cc1 (configuration not stated),1.9,72,0.5%[50 µM],1%,
CN(C)/C=C(\C(=O)c1ccc(Cl)cc1)c1nnnn1-c1ccc(Cl)cc1,-1.7,90,0.3%,-3%,
COc1ccccc1N1CC(C(=O)Nc2ccc(S(=O)(=O)N3CCCC3)cc2)CC1=O (configuration not stated),0.1,59,1.3%,-5%,
Cc1cc(O)cc2c1O[C@@](C)(CCC[C@@H](C)CCC[C@@H](C)CCCC(C)C)CC2,-0.3,58,0.0%,-4%,
COC(=O)[C@H](CC(C)C)NC(=O)Cn1cnc(C(=O)Nc2ccc(C)c(C)c2)n1,-0.2,49,0.0%,-1%,Dengue-2 NS5 capping pilot replicate=4.0
Cc1ccc(NC(=O)COC(=O)C2(C)CC2(Cl)Cl)cc1S(=O)(=O)N1CCOCC1 (configuration not stated),-1.1,67,-0.4%[50 µM],-1%,
C[C@@H]1CC(=O)[C@H]2CC(CO)=CCC[C@@H]2[C@@]1(C)CC/C(=C/CO)CO,-2.8,79,-0.3%,1%,
O=C1C(SCCO)=C(SCCO)C(=O)c2ccccc21,-0.9,60,-17%,-4%,
CN(C(=O)CSc1nnc(Nc2ccccc2F)s1)C1CCS(=O)(=O)C1 (configuration not stated),1.1,69,0.3%[50 µM],0%,
Cc1cc(C(=O)CCC(=O)NCC(=O)Nc2c(C)cccc2C)c(C)s1,0.1,42,-0.1%[50 µM],1%,

# Next results follow.
SMILES,NTR1 agonist,NTR1 agonist cell count 20 µM,UTI89 phage lysis,Dengue-2 NS5 capping,others
O=C(CNC(=O)c1ccc(Cl)cc1)NCc1ccccn1,0.8,71,0.3%,-4%,
CC(C)(C)OC(=O)N1CCC2(CC1)Oc1ccc(F)cc1C(=O)C21CC(c2ccccc2)=NO1 (configuration not stated),0.1,56,1.2%,-5%,
NS(=O)(=O)c1cc(C(=O)OCC(=O)N2CCc3ccccc3C2)ccc1Cl,-0.4,57,0.7%[50 µM],-4%,
COC(=O)C(C)Sc1nc2c(c(-c3ccc(OC)cc3)c1C#N)-c1ccccc1C2=O (configuration not stated),10,75,0.3%,-3%,
COc1cc(CC(=O)NNC(=O)c2cccs2)cc(OC)c1OC,-1.1,55,-0.2%[50 µM],0%,
CCN1C(=O)C(=O)N(CC(=O)N2CCN(c3ccccc3)CC2)C1=O,-0.3,74,1.1%[50 µM],-2%,
COc1cc(C(=O)NNC(=O)c2cc(S(=O)(=O)N(C)C)ccc2N2CCCC2)cc(OC)c1OC,2.3,60,0.9%[50 µM],-13%,
COc1ccc(C(=O)Nc2ccc(N3CCOCC3)cc2)cc1S(=O)(=O)N1CCOCC1,-1.4,62,1.1%[50 µM],7%,
O=C(CCNS(=O)(=O)c1ccccc1)NCCSc1ccc(Br)cc1,-1.5,60,0.2%[50 µM],4%,
CN(C)S(=O)(=O)c1ccc(C(=O)OCC(=O)NC(=O)NC2CCCC2)cc1,-1.5,61,0.0%[50 µM],-3%,
CC1CCCCN1C(=O)COc1ccc(S(=O)(=O)N2CCCC2)cc1[N+](=O)[O-] (configuration not stated),0.1,71,0.5%[50 µM],-5%,
CCCN(CC1CC1)C(=O)COC(=O)c1oc2c(F)cccc2c1C,-0.7,90,0.8%[50 µM],9%,
COc1ccccc1C(=O)NCC(=O)OCC(=O)Nc1ccc2[nH]c(=O)[nH]c2c1,-1.3,61,1.3%[50 µM],4%,
COCCN(C(=O)CSc1ncccn1)c1c(N)n(Cc2ccccc2)c(=O)[nH]c1=O,-0.7,70,1.2%[50 µM],4%,
O=C(NN=Cc1ccc(F)c(F)c1)c1ccc(NS(=O)(=O)c2cccs2)cc1,4.2,46,-1.3%,-1%,
CSC1=NC2(C[C@H]2c2ccccc2)C(=O)N1C (some centres not stated),2.3,35,-0.3%,7%,
CCOC(=O)C1=CC[C@H]2c3c(c4ccccc4n3C)C(=O)C1N2S(=O)(=O)c1ccc(C)cc1,2.2,44,1.2%,-10%,
COc1ccccc1C(=O)NC(=O)CSc1nnc2ccccn12,0.2,59,0.6%[50 µM],-9%,
COc1ccc(C)cc1-n1nnnc1SCC(=O)NC1CC1,-0.6,43,0.9%[50 µM],-3%,
O=C(NCCc1nc(-c2ccccc2Cl)no1)C1CCCCC1,0.0,84,-0.5%,-2%,
COc1ccc(S(=O)(=O)N2CCOCC2)cc1NC(=O)c1sccc1C,1.2,57,0.4%[50 µM],2%,
CC(NC(=O)CN1c2cccc3cccc(c23)S1(=O)=O)c1ccc(S(N)(=O)=O)cc1 (configuration not stated),0.6,60,0.6%[50 µM],4%,
CC(=O)c1c(C)[nH]c(C(=O)OCC(=O)NCc2ccc(Cl)cc2)c1C,0.7,57,0.9%[50 µM],1%,
CN(Cc1ccccc1)C(=O)COC(=O)CCC(=O)c1ccc(F)cc1,-0.8,63,-4.2%,9%,
CC[C@]12c3[nH]c4ccccc4c3CCN1C(=O)C(CC(=O)NCCCN(C)C)C[C@@H]2C(=O)N1CCN(C(=O)c2ccco2)CC1 (some centres not stated),1.7,55,0.1%,2%,

# Compounds listed so far that contain a cyano group:
SMILES,NTR1 agonist,NTR1 agonist cell count 20 µM,UTI89 phage lysis,Dengue-2 NS5 capping,others
CCn1cnc2c(Nc3cccc(Cl)c3)nc(C#N)nc21,2.7,71,1.1%,3%,
CC(=O)Nc1ccc(NC(=O)COc2ccc(-c3ccc(C#N)cc3)cc2)cc1,0.9,56,-1.6%,1%,
COC(=O)C(C)Sc1nc2c(c(-c3ccc(OC)cc3)c1C#N)-c1ccccc1C2=O (configuration not stated),10,75,0.3%,-3%,

# (cont.)
SMILES,NTR1 agonist,NTR1 agonist cell count 20 µM,UTI89 phage lysis,Dengue-2 NS5 capping,others
O=C(COC(=O)c1ccc(OC(F)(F)F)cc1)Nc1ncccn1,0.0,73,0.0%,8%,
COc1cc(CC(=O)N2CCN(C(=O)C3CCCO3)CC2)cc(OC)c1OC (configuration not stated),-1.5,65,-1.2%,-2%,
CCc1noc(C)c1C(=O)N1CCN(S(=O)(=O)c2ccc(Br)cc2)CC1,0.8,60,0.2%[50 µM],7%,
COc1ccc(S(=O)(=O)N2CCOCC2)cc1NC(=O)Cc1sc(C)nc1-c1ccc(F)cc1,-1.5,56,-1.5%,-3%,
COc1ccccc1CN(C)C(=O)c1cccc(S(=O)(=O)N2CCCC2)c1,2.3,61,0.4%[50 µM],1%,
COc1ccccc1C(=O)COC(=O)/C(=C/c1ccccc1)NC(C)=O,-1.0,56,0.5%[50 µM],-1%,
CC(C)c1ccc(S(=O)(=O)N2CCC(C(=O)N3CCC3)CC2)cc1,1.1,63,1.1%[50 µM],-4%,

# Entries shown so far with bromine:
SMILES,NTR1 agonist,NTR1 agonist cell count 20 µM,UTI89 phage lysis,Dengue-2 NS5 capping,others
O=C(NNC(=O)c1ccc(Br)s1)c1cccc(S(=O)(=O)N2CCCC2)c1,1.3,40,0.7%[50 µM],-2%,
O=C(CCNS(=O)(=O)c1ccccc1)NCCSc1ccc(Br)cc1,-1.5,60,0.2%[50 µM],4%,
CCc1noc(C)c1C(=O)N1CCN(S(=O)(=O)c2ccc(Br)cc2)CC1,0.8,60,0.2%[50 µM],7%,

# An excerpt (hit frequency here may not be typical).
